Source: PubChem
ALOX12 inhib – 12-hLO (ALOX12) enzyme inhibition | P18054 | purified 12-hLO, xylenol orange hydroperoxide absorbance | Potency, µM (doses to about 57.1 µM), for inactives: at the highest dose activity change, negative = inhibition, hits mostly inhibitors | hit rate 0.12% among 150,000; note: potency is the fitted concentration of half-maximal effect; nearly all actives have a fitted effect of over 55% in size; many of its hits are not listed in these tables
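Purified human 12hLO (150 nM), preincubated 15 min with compound, then 40 uM arachidonic acid for 30 min, room temperature, Hepes pH 7.0 with 0.01% Triton X-100. Hydroperoxide detected by ferrous iron/xylenol orange; 573/405 nm absorbance ratio gives reaction progress.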
15-hLO-2 inh – 15-hLO-2 (ALOX15B) enzyme inhibition | O15296 | purified 15hLO-2, xylenol orange hydroperoxide absorbance | hit rate 0.56% among 110,000 | Potency, µM (top dose mostly 57.1 µM), for the others: at the highest dose activity change, negative = inhibition, usual class: inhibitors; note: potency is the fitted concentration of half-maximal effect; nearly all actives have a fitted effect of over 60% in size; many of its hits are not listed in these tables
Target sequence (O15296 whole entry, looked up): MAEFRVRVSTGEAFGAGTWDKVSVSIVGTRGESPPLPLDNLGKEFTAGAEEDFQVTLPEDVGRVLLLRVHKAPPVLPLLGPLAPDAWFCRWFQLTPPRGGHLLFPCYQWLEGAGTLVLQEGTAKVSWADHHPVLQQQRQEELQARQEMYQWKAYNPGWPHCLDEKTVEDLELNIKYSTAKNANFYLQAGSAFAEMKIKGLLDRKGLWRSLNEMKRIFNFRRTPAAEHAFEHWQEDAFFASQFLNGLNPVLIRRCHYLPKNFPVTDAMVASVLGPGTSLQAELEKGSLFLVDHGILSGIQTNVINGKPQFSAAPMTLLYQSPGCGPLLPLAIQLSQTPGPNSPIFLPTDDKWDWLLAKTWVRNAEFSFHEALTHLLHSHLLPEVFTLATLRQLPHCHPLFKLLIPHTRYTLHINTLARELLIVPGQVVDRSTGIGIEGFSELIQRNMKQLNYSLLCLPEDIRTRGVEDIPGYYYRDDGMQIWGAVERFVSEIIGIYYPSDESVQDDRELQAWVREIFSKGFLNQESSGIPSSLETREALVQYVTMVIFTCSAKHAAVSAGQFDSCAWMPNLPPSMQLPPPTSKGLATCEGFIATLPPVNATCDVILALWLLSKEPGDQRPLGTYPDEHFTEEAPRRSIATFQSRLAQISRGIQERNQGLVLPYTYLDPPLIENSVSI
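Purified human 15hLO-2 (50 nM final) preincubated with compounds 15 min at room temperature in 25 mM Hepes pH 7.5, 0.01% Triton X-100, then 45 uM arachidonic acid added for 90 min; hydroperoxide detected via ferrous/xylenol orange, 573/405 nm absorbance ratio.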
IMPase inh – IMPase inhibition in cells. P97697. CHO-M1 cells, IP1 accumulation, HTRF TR-FRET ratio. inhibition (IP1 accumulation), % at 46.1 µM. 120,000 tested, under 10 active; active = well fitted curve in the direction sought with a large enough effect in the signal ratio, not every such curve was filed as active; inconclusive = small, poorly fitted or top-dose-only effect, or a change in a side signal; inactive = no such curve, though single readings can be large or run the other way; the % refers to the signal ratio;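 note: cells stimulated with carbachol in lithium chloride buffer; plate controls were DMSO basal wells for no effect and reference inhibitor wells for full effect; higher means more IMPase inhibition seen as more IP1 and lower FRET ratio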
Target sequence (P97697 whole entry, looked up): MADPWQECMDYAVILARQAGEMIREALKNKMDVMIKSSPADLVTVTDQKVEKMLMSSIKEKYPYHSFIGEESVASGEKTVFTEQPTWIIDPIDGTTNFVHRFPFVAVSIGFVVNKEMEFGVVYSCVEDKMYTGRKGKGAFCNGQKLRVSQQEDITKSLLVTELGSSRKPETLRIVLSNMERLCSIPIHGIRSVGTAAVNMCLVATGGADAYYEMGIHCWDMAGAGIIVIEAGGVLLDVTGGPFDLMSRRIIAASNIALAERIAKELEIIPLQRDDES
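Carbachol-driven Gq signalling in CHO-M1 cells (2000/well) generates IP1. Compounds that block IMPase raise IP1 and so reduce the FRET signal from Eu-anti-IP1 and d2-IP1 after a 10 min room-temperature lysis.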
PNC inhibitor – perinucleolar compartment assembly inhibition | activity change (PNC), negative = inhibition, % at 10 µM | PC3M PTB-GFP, PNC prevalence imaging, 16 h; active compounds read low | hit rate 3.1% among 140,000 | AID 2417;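 active = readout at or below -70, meaning at least 70% loss of cells showing the perinucleolar compartment, a nuclear body marking cancer cells; inconclusive = readout between -30 and a set limit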;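 note: plate controls were DMSO wells for no effect and camptothecin positive control wells for full effect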
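PC3M cells stably expressing PTB-GFP, 750–1000 cells/well, treated 16 h at 37 °C with compound (23 nl of library stock), in duplicate. After paraformaldehyde fixation and Hoechst stain, imaged at 20x; PNC prevalence scored by image analysis.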
Numbers without * were called inactive; ? = inconclusive; nt = not tested or not shown; [ ] = another dose, or the depositor's remark. Unless noted, calls come from the whole dose curve; as a rule, active = well fitted curve in the direction sought with a large enough effect; inconclusive = small, poorly fitted or top-dose-only effect, or another doubt; inactive = no such curve, though single readings can be large; an effect the other way counts as inactive or inconclusive. Unless noted, % is set by controls: 0 for no effect and ±100 for the full control effect. These rows are one share of the data; count on the stated rates, not on these rows.

SMILES	ALOX12 inhib	15-hLO-2 inh	IMPase inh	PNC inhibitor
COc1ccc(OCCN2CCN(C3CC(=O)N(CCC(C)C)C3=O)CC2)cc1 (configuration not stated)	1%	11%	6	0
Cn1nc(-c2ccccc2)c(CSc2ccccc2)c1Cl	-4%	10%	5	?
COc1ccc(C(=O)CSc2nnc(CCc3ccccc3)n2-c2ccccc2)cc1	-10%	33%[activator]	-1	8
CCCCN(CC)C(=O)Cc1cn(C)c2ccccc12	-4%	-1%	3	0
CCC(=O)Nc1ccc(Br)c(Cl)c1	-5%	2%	-2	?
CC(C)OCC(O)CN1CCNCC1 (configuration not stated)	3%	-2%	-3	14
COc1ccc2nc(/C(C#N)=C\c3ccc(Oc4ccc([N+](=O)[O-])cn4)cc3)[nH]c2c1	1%	nt	nt	-10
COc1cc(/C=C(\NC(=O)c2ccccc2)C(=O)NCCO)c([N+](=O)[O-])cc1OC	-7%	nt	nt	-93*
N#C/C(=C\c1cccc(NC(=O)c2ccccc2Cl)c1)C(=O)NCCc1ccccc1	2%	nt	-3	-17
CCOC(=O)CSc1ccc2nnc(-c3ccccc3)n2n1	0%	-3%	0	-17
COC(C(=O)Nc1ccc(F)cc1)c1ccccc1 (configuration not stated)	5%	nt	?	?
COc1cc(C(=O)NC2CCCc3ccccc32)ccc1OCC(=O)Nc1ccc(F)cc1 (configuration not stated)	-3%	nt	nt	3
CC(/C=C/c1ccc(N(C)C)cc1)=N/N=C1/NC(=O)CC(C(=O)Nc2ccc(Cl)cc2)S1 (configuration not stated)	-9%	nt	nt	13
COc1cccc(C(=O)Nc2cccc(C(=O)NCC(C)C)c2)c1	-1%	nt	nt	?
CC(C)CC(=O)Nc1ccc2c3c(cccc13)CC2	-6%	nt	nt	51

Overlap with the part before: 7 compounds, followed by the next part.
SMILES	ALOX12 inhib	15-hLO-2 inh	IMPase inh	PNC inhibitor
N#C/C(=C\c1cccc(NC(=O)c2ccccc2Cl)c1)C(=O)NCCc1ccccc1	2%	nt	-3	-17
CCOC(=O)CSc1ccc2nnc(-c3ccccc3)n2n1	0%	-3%	0	-17
COC(C(=O)Nc1ccc(F)cc1)c1ccccc1 (configuration not stated)	5%	nt	?	?
COc1cc(C(=O)NC2CCCc3ccccc32)ccc1OCC(=O)Nc1ccc(F)cc1 (configuration not stated)	-3%	nt	nt	3
CC(/C=C/c1ccc(N(C)C)cc1)=N/N=C1/NC(=O)CC(C(=O)Nc2ccc(Cl)cc2)S1 (configuration not stated)	-9%	nt	nt	13
COc1cccc(C(=O)Nc2cccc(C(=O)NCC(C)C)c2)c1	-1%	nt	nt	?
CC(C)CC(=O)Nc1ccc2c3c(cccc13)CC2	-6%	nt	nt	51
Cc1ccc(C(C)C)c(OCC(=O)Nc2ccc(N3CCN(S(C)(=O)=O)CC3)cc2)c1	1%	1%	-6	5
CCOC(=O)C(NC(=O)c1ccc(F)cc1)(Nc1nnc(C)s1)C(F)(F)F (configuration not stated)	-2%	-5%	-2	?
CC1=NCC(C)c2c1[nH]c1ccccc21 (configuration not stated)	-1%	-6%	0	86
Cc1ccc(S(=O)(=O)c2c(N)n(/N=C/c3ccco3)c3nc4ccccc4nc23)cc1C	?	13µM*	-12	-16
CC(=O)c1nc2ccccc2n1S(=O)(=O)c1ccc(Cl)cc1	5%	13%	2	?
CCC(C)NS(=O)(=O)c1ccc(OCC(=O)Nc2ccc3c(c2)OCO3)cc1 (configuration not stated)	6%	1%	2	8
COc1ccc(S(=O)(=O)N2CCC(C(=O)N3CCCCC3)CC2)cc1Cl	2%	-2%	-2	61
COc1cc(OC)cc(C(=O)NC2CCN(CC(=O)Nc3cccc4ccccc34)CC2)c1	19%	nt	?	6
CCC(/C=C1\Sc2ccc(OC)cc2N1CCO)=C\c1sc2ccc(OC)cc2[n+]1CCO	-6%	nt	nt	-12
Cc1ccc(N2CCN(S(=O)(=O)c3ccc(F)cc3)CC2)c(C)c1	2%	nt	-7	75
CCN(CC)CCNC(=O)NC(=O)c1ccc(Cl)cc1	6%	nt	nt	-11
NC(=S)NN=C1c2cc(S(=O)(=O)N3CCOCC3)ccc2-c2ccc(S(=O)(=O)N3CCOCC3)cc21	-3%	nt	nt	?
Cc1cccc(OCC(O)Cn2c(-n3nc(C)cc3C)nc3c2c(=O)[nH]c(=O)n3C)c1 (configuration not stated)	0%	-4%	3	?
CCN(CCNS(=O)(=O)c1ccc2[nH]c(=O)sc2c1)c1ccccc1	-2%	-5%	-11	24
CCN(/C=N/c1sc2c(c1C#N)CC(C)(C)NC2(C)C)CC	-1%	4%	7	?
O=C(CSc1nc2ccccc2o1)NCCOc1ccccc1	-1%	-4%	?	-30
CCOc1ccccc1Nc1nc(-c2sc(NC(=O)c3cccc(Cl)c3)nc2C)cs1	-3%	-4%	1	-7
Cc1ccccc1OCC(=O)NCCN1CCCC1	-1%	-2%	2	-8
C[C@@]1(O)CCOC(=O)C1	3%[25.6 µM]	2%[25.6 µM]	-9[20.6 µM]	nt
Cc1ccc(S(=O)(=O)CCc2nnc(N)s2)cc1	3%	14%	1	-10
Cc1ccc(N=C2NC(=O)/C(=C/C=C/c3ccco3)S2)cc1C	-29%	nt	nt	18
CCn1c(=O)cc(NC2=NCC(C)CN2c2cccc(Cl)c2)n(C)c1=O (configuration not stated)	-6%	-5%	-9	-15
CCOC(=O)C1=NN(c2ccccc2C)C2=NC(C)=C(C(=O)OC)C(c3cccs3)N12 (configuration not stated)	-10%	nt	4	8
Oc1ccc(Nc2nc(-c3cccs3)cs2)cc1	-1%	nt	nt	-8
CCn1c(COc2ccc(Cl)cc2)nnc1SCc1ccc(C#N)cc1	-11%	-4%	2	22
Cc1ccccc1C(=O)NCCc1nnc(SCC(=O)Nc2nc(-c3ccccc3)cs2)n1C	-1%	nt	2	68
OC(COC(c1ccc(Cl)cc1)c1ccc(Cl)cc1)CN1CCN(c2ccccn2)CC1 (configuration not stated)	-8%	nt	nt	20
CCn1c(=O)cc(SCC(=O)N2CCC(C)CC2)c2ccccc21	0%	-7%	-26	-2
Cc1oc(/N=C/c2ccccc2O)c(C#N)c1C	-13%	-4%	1	-25
CCC(C)NC(=O)c1cc(Cl)ccc1OC (configuration not stated)	-2%	-8%	-8	40
CCC(C)(C)NC(=O)C(c1ccc(F)cc1)N(Cc1ccco1)C(=O)CCC(=O)Nc1ccccn1 (configuration not stated)	-1%	2%	3	-27
O=C1OCCN1C(=O)[C@H]1[C@H](c2ccc(F)cc2)C(c2cccc(Cl)c2)=NN1c1ccccc1	-2%[0.00818 µM]	-2%[0.0915 µM]	nt	nt
Cc1cccc(C)c1N1C(=O)c2cccc([N+](=O)[O-])c2C1=O	-7%	nt	nt	?
Cc1c(NC(=O)C2CCCCN2S(=O)(=O)c2ccc(Cl)cc2)c(=O)n(-c2ccccc2)n1C (configuration not stated)	-2%	-1%	0	?
c1cncc(-c2nccc(-n3ccnc3)n2)c1	-2%	8%	nt	nt
COc1ccc(CCN2C(=O)NC(NC(=O)CCc3ccccc3)(C(F)(F)F)C2=O)cc1OC (configuration not stated)	-3%	nt	nt	42
O=C(Nc1cccc2nsnc12)c1ccc2c(c1)OCO2	-7%	-8%	0	12
O=C(Nc1cccnc1)c1c(O)c2cccc3c2n(c1=O)CC3	0%	5%	-13	45
Cn1c[n+](C)cc1/C=N/O	-6%	-8%	-7	35
COc1ccc(NC(=O)CC2SC(=NCC3CCCO3)NC2=O)cc1 (configuration not stated)	1%	nt	nt	11
Oc1c(N=Nc2ccccn2)ccc2ccccc12	-6%	45%[activator]	43[activator]	86
O=C(Cc1ccccc1)NCCc1cccc(Cl)c1	5%	4%	-1	-26
Cc1ccc(-n2c(SCc3nc4ccccc4c(=O)[nH]3)nnc2-c2ccccc2O)cc1	0%	nt	nt	?
Cc1ccc(NC(=O)CSc2nc3ccccc3c3nc(CCc4c(C)n[nH]c4C)nn23)cc1F	6%	32%[activator]	-6	4
O=C(c1cc2c(=O)n3ccccc3nc2s1)N1CCOCC1	-2%	-5%	-2	-21
CC(C)CC(=O)Nc1ccc(S(=O)(=O)NCc2ccco2)cc1	0%	-6%	6	24
O=C1c2cccc3cccc(c23)N1Cc1ccc(F)cc1	-4%	nt	nt	28
COC(=O)c1ccc(C(=O)OC)c(NC(=O)CN2CCN(c3ccc(OC)cc3)CC2)c1	3%	-6%	-1	8
Cc1ccc(S(=O)(=O)N2CCCC(c3nc(-c4ccc(C)o4)no3)C2)cc1 (configuration not stated)	-12%	-6%	4	-22
Cn1ncc(Cl)c1C(=O)N1CCCc2ccccc21	5%	0%	7	-6
S=C(N=Nc1ccccc1)NNc1ccccc1	-8%	nt	nt	-24
CCOC(=O)c1ccc(N2CSC3=C(C#N)C(c4cccs4)CC(=O)N3C2)cc1 (configuration not stated)	-12%	-26%	-1	-10
Fc1ccccc1N1CCN(Cc2nc(-c3ccccc3)no2)CC1	-13%	5%	3	28
CCN(CC)CCC(=O)Nc1ccc2c(c1)N(C(=O)CN(CC)CC)c1ccccc1CC2	1%	8%	17	33
COc1ccc(NC(=S)NC(NC(=O)C(C)C)C(Cl)(Cl)Cl)c([N+](=O)[O-])c1 (configuration not stated)	1%	-18%	0	-19
Cc1ccc(NC(=S)NNC(=O)c2ccccc2OC(F)F)cc1	-3%	29%	-12	?
CCn1c(SCC(=O)N2CCN(c3cccc(Cl)c3)CC2)nc2ccccc2c1=O	-1%	nt	14	?
O=C(c1csnn1)N1CCC2(CC1)CCN(c1ncccn1)CC2	10%	4%	nt	nt
CSc1c2c(nc3ncnn13)CCC2	-2%	nt	nt	24
COC(=O)C1=C(C)N(C)C(C)=C(C(=O)OC)C1c1ccncc1	-3%	-2%	14	?

Remaining list, next part.
SMILES	ALOX12 inhib	15-hLO-2 inh	IMPase inh	PNC inhibitor
Cc1ccc2nc(-c3cccc(S(=O)(=O)N(C)C)c3)cn2c1	-6%	18%	2	-20
CC(=O)c1ccc(S(=O)(=O)N(Cc2cc3cc4c(cc3[nH]c2=O)OCCO4)CC2CCCO2)cc1 (configuration not stated)	-1%	-13%	10	-4
CC(C)c1cc(C(=O)Nc2cccc(Cl)c2)no1	-2%	-5%	7	32
CC(=O)Oc1ccc2c(C)cc(=O)[nH]c2c1	-2%	-2%	-8	-114*
CC(=O)NCc1cn2c(C)csc2n1	4%	nt	-18	?
CCC1CCc2c(n(C)c3ccccc3c2=O)O1 (configuration not stated)	5%	nt	nt	25
CC(C)=C1C(=O)C(c2ccccc2)=C2CN3C(=O)N(CCc4ccccc4)C(=O)[C@]3(Cc3ccccc3)[C@H]21	-3%	5%	nt	nt
COc1ccccc1NC(=O)c1sc2ncn(Cc3cccc(C)c3)c(=O)c2c1C	0%	8%[11.4 µM]	0[1.84 µM]	7
NS(=O)(=O)c1cccc(NC(=S)NC(=O)C23CC4CC(CC(C4)C2)C3)c1	?	nt	nt	-19
O=C(c1cc(-c2cccs2)on1)N1CCN(c2ccc(F)cc2)CC1	1%	11%	1	-12
Cc1nc(N2CCCC2C(=O)O)c2oc3ccccc3c2n1 (configuration not stated)	2%	-3%	3	?
Cc1cccc2c(CCNC(=O)c3ccc([N+](=O)[O-])cc3)c[nH]c12	-2%	nt	nt	-28
N=c1c(-c2nc3ccccc3[nH]2)cc(C(=O)c2cccs2)nn1-c1ccccc1	2%	nt	4	-26
COc1ccc(N2C(=O)C3ON(C4SC(=S)N(C)C4(C)C)C(c4ccc(Cl)cc4)C3C2=O)cc1 (configuration not stated)	2%	nt	-8	?
COc1cccc(Nc2nc(=O)[nH]nc2C)c1	-5%	3%[2.29 µM]	1	?
COc1ccc(N2CCC(CNC(=O)Nc3ccc(OC)cc3OC)C2)cc1 (configuration not stated)	-24%	?	13	?
CCOC(=O)c1c(-c2ccccc2)csc1NC(=S)N(CC)CC	3%	nt	4	?
COc1cc(/C=C/C(=O)Nc2ccc(C(C)=O)cc2)cc(OC)c1OC	1%	nt	nt	-23
